From PubChem BioAssay
NPY2 pot ag = NPY-Y2 potentiators or agonists, primary screen, cell-based | activation, % at 3.6 µM | cells expressing NPY-Y2, potentiator/agonist read-out | actives 0.45% (n = 220,000); in the data active = activation above about 27%;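 note: cells stimulated with NPY near EC25 plus isoproterenol at EC100; 0% = vehicle plus submaximal agonist and 100% = vehicle plus saturating agonist; some results beyond the cut were filed as inactive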
Target sequence (P49146 whole entry, looked up): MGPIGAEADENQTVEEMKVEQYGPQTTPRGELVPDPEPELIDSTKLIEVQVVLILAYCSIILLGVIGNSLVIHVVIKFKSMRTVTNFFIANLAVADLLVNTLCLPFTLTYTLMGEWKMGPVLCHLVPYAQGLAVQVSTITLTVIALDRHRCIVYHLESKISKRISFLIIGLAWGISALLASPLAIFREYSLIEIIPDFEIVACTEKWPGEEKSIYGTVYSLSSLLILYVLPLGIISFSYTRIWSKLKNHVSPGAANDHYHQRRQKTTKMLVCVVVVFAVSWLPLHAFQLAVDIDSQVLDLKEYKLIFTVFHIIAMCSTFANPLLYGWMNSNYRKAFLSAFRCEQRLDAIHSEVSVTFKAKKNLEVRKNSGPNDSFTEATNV
Mdm2 ligase inh = MDM2-luciferase reporter signal enhancers, primary screen, MDM2 E3 ligase inhibitor project, cell-based, luminescence, 1536-well. E3 ubiquitin-protein ligase Mdm2 (Homo sapiens), Q00987. cell-based MDM2 ubiquitination luciferase reporter, 2 h; 0 = plate control, 100 = twice control, blank-subtracted. signal enhancement, % at 5 µM. actives 0.11% (n = 210,000). AID 1230, 2008;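 active = signal enhancement of 30% or more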;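 note: luminescence tracks abundance of the self-degrading MDM2-luciferase fusion protein; higher signal means inhibition of MDM2 E3 ligase activity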
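Test system: mammalian cells stably expressing self-ubiquitinating, self-degrading MDM2 E3–luciferase fusion; Amount: 2000 cells in each well; Medium: DMEM; Schedule: 4 h settle plus 2 h compound, 37 °C; Technique: SteadyLite luciferase luminescence after 15 min room-temperature reagent incubation; Benchmarks: plate control and blank wells.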
PERK inhibitor = block of dimerizer-induced PERK translation repression, primary screen, PERK inhibitor project, CHO PERK-DD cells, SEAP luminescence, HTS | CHO PERK-DD fusion, SEAP luminescence translation reporter | inhibition, % at 5.6 µM | Eukaryotic translation initiation factor 2-alpha kinase 3 (Homo sapiens), Q9NZJ5 | actives 0.17% (n = 220,000) | AID 1416, 2008;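 active = inhibition above the mean inhibition of all tested compounds plus 3 SD, set separately per screening campaign, cut at about 2.9% in these data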;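 note: PERK kinase domain activated by AP20187 dimerizer at 100 nM; 0% = DMSO with dimerizer and 100% = rapamycin at 8.4 µM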
BaF3 tox = parental Ba/F3 cell viability inhibition, counter-screen for JAK2V617F inhibitor project, murine pro-B, CellTiter-Glo luminescence; inhibition, % at 5.6 µM; actives 1.1% (n = 220,000); CellTiter-Glo ATP luminescence;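 active = inhibition above a per-campaign cutoff, the mean inhibition of all tested compounds plus 3 SD, cut at about 27% in these data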;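 note: 0% = DMSO wells and 100% = JAK Inhibitor I control wells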
eIF4E 4G PPI = eIF4E–eIF4G protein interaction inhibitors, primary screen, biochemical, uHTS, TR-FRET, eIF4GI fragment; Eukaryotic translation initiation factor 4E (Mus musculus) + Eukaryotic translation …; TR-FRET eIF4E-eIF4GI(517-606) binding, 2 h; inhibition, % at 21.7 µM; actives 0.37% (n = 220,000);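 active = inhibition above about 30%, limit read from the data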;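 note: 0% = full FRET control wells and 100% = background wells lacking eIF4GI fragment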
S1P4 antagonist = S1P4 receptor antagonists, primary screen, cell-based; actives 0.26% (n = 220,000); Sphingosine 1-phosphate receptor 4 (Homo sapiens), O95977; S1P4-expressing cells, antagonist mode, reporter read-out; inhibition, % at 4.98 µM; in the data active = inhibition above about 29%;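 note: 0% = wells stimulated with agonist and 100% = vehicle wells without agonist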
Target sequence (O95977 whole entry, looked up): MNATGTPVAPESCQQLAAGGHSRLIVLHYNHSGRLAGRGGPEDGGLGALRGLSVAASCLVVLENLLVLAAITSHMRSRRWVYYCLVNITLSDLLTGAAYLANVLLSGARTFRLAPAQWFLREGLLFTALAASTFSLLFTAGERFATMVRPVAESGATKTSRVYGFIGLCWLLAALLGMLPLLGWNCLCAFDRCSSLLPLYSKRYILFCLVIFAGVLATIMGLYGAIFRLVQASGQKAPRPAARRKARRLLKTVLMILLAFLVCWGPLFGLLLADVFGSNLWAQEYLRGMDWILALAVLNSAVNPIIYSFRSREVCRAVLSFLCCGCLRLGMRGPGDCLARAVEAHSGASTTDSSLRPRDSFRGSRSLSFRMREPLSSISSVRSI
Wee1 stabilizer = Wee1 degradation inhibitors, primary screen, cell-based, HeLa, Wee1K328M-luciferase, luminescence; Wee1-like protein kinase (Homo sapiens), P30291; HeLa Luc-Wee1K328M stability; 100% = proteasome inhibitor MG132 effect; reporter increase, % at 5 µM; actives 1.2% (n = 220,000);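 active = activation above the mean of all tested compounds plus 3 SD, set per screening run, cut at about 8.8% in these data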;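 note: cells exposed to compound for 20 h before luminescence read; 0% = DMSO alone and 100% = MG132 at 30 µM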
Ba/F3 V617F tox = reduced viability of JAK2V617F-dependent Ba/F3 cells, primary screen, JAK2V617F inhibitor project, cell-based, Ba/F3 EpoR-JAK2V617F, luminescence; ATP luminescence; inhibition, % at 5.6 µM; actives 1.1% (n = 220,000); AID 1446, 2008;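 active = inhibition above the campaign mean plus 3 SD over all tested compounds, cut at about 24% in these data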;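 note: cytokine-independent growth of Ba/F3 cells driven by EpoR plus mutant JAK2; 0% = DMSO-treated cells and 100% = JAK inhibitor I control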
S1P4 ag = S1P4 receptor agonists, primary screen, cell-based; Sphingosine 1-phosphate receptor 4 (Homo sapiens), O95977; S1P4-expressing cell line, agonist reporter assay; activation, % at 4.98 µM; actives 0.35% (n = 220,000); in the data active = activation above about 11%;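 note: 0% = DMSO vehicle and 100% = reference agonist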
Numbers without * were called inactive; / = no result given; [ ] = remark or other dose.

SMILES	NPY2 pot ag	Mdm2 ligase inh	PERK inhibitor	BaF3 tox	eIF4E 4G PPI	S1P4 antagonist	Wee1 stabilizer	Ba/F3 V617F tox	S1P4 ag
Cc1c(C(=O)Cc2ccccc2)n(C)c2ccccc12	3	-4	1.2	4	-3	-17	0	3	0.4
O=S(=O)(Nc1ccc(N2CCOCC2)cc1)c1ccc(Cl)s1	-6	-3	0.9	4	10	-5	-3	0	1.7
COc1ccccc1NC(=O)C(C)N1CCN(C/C=C/c2ccccc2)CC1 (stereo not drawn)	-14	-10	-1.6	4	5	-8	-2	0	-2.7
CC(C)=N/N=C1/NC(=O)C(CC(=O)Nc2cc(Cl)ccc2C)S1 (stereo not drawn)	-1	-5	0.6	7	4	-12	3	-2	0.2
COc1cccc(OC)c1C(=O)NC(=S)Nc1ccc2oc(-c3ccncc3)nc2c1	18	3	1.7	7	-4	-12	2	1	1.0
NC(=O)c1ccc(-n2nnnc2SCC(=O)Nc2ccccc2-c2ccccc2)cc1	10	6	0.9	6	5[fluorescence artefact?]	0	0	1	-0.3
Cc1ccc(S(=O)(=O)c2nnn3c2nc(N2CCCCC2)c2ccccc23)cc1	-5	3	0.1	5	-9[fluorescence artefact?]	-4	3	-2	0.9
COc1ccc2c(c1)Cc1sc(NC(=O)c3cccs3)nc1-2	6	-15	-0.1	3	-18	-19	-1	-2	0.3
Cc1ccc(-c2nnc(OCc3cccnc3)c3ccccc23)cc1	6	-12	-2.4	5	-3	-12	-1	3	5.3
COc1ccc(N=c2scc(-c3ccc(S(=O)(=O)N4CCOCC4)cc3)n2CCCO)cc1	11	-13	-0.3	10	0	7	0	7	-1.8
Cc1cc(-c2ccccc2)nc2[nH]n(-c3ccccc3)c(=O)c12	21	-8	0.8	5	-6	5	-1	1	0.1
CC(C)CCOC(=O)C1C2C=CC3(CN(Cc4cccs4)C(=O)C13)O2 (stereo not drawn)	7	-11	0.3	0	1	-2	0	-3	2.5
COc1ccc(N(CC(=O)Nc2cccc(OC)c2)S(=O)(=O)c2c(C)nn(C)c2C)cc1	-5	-15	-0.9	10	7	6	0	-3	-0.7
c1ccc(-n2nnnc2NCCc2c[nH]c3ccccc23)cc1	-1	-3	0.2	4	7	-5	-3	2	1.4
CCC(=O)Nc1nnc(SCC(=O)c2ccc3c(c2)Cc2ccccc2-3)s1	0	-2	0.9	9	/	-4	-2	0	1.0

Six records picked at random from the list so far:
SMILES	NPY2 pot ag	Mdm2 ligase inh	PERK inhibitor	BaF3 tox	eIF4E 4G PPI	S1P4 antagonist	Wee1 stabilizer	Ba/F3 V617F tox	S1P4 ag
COc1ccc(N=c2scc(-c3ccc(S(=O)(=O)N4CCOCC4)cc3)n2CCCO)cc1	11	-13	-0.3	10	0	7	0	7	-1.8
CC(C)=N/N=C1/NC(=O)C(CC(=O)Nc2cc(Cl)ccc2C)S1 (stereo not drawn)	-1	-5	0.6	7	4	-12	3	-2	0.2
Cc1cc(-c2ccccc2)nc2[nH]n(-c3ccccc3)c(=O)c12	21	-8	0.8	5	-6	5	-1	1	0.1
CCC(=O)Nc1nnc(SCC(=O)c2ccc3c(c2)Cc2ccccc2-3)s1	0	-2	0.9	9	/	-4	-2	0	1.0
Cc1ccc(S(=O)(=O)c2nnn3c2nc(N2CCCCC2)c2ccccc23)cc1	-5	3	0.1	5	-9[fluorescence artefact?]	-4	3	-2	0.9
CC(C)CCOC(=O)C1C2C=CC3(CN(Cc4cccs4)C(=O)C13)O2 (stereo not drawn)	7	-11	0.3	0	1	-2	0	-3	2.5

(more compounds)
SMILES	NPY2 pot ag	Mdm2 ligase inh	PERK inhibitor	BaF3 tox	eIF4E 4G PPI	S1P4 antagonist	Wee1 stabilizer	Ba/F3 V617F tox	S1P4 ag
S=C(Nc1ccc(Br)cc1Cl)NC1CCN(Cc2ccccc2)CC1	3	-11	1.1	2	0	-18	-1	0	-0.4
Cc1cc(C)cc(-n2nnc(C(=O)NCc3ccc4c(c3)OCO4)c2N)c1	10	-6	0.1	4	8[fluorescence artefact?]	8	-2	-2	-0.1
CCN(CC)CCCN(Cc1cc2cc3c(cc2[nH]c1=O)OCCO3)C(=O)Nc1ccccc1	-6	0	-0.7	3	7[fluorescence artefact?]	-9	-3	3	3.6
CCN(CC)CC(=O)N1c2ccccc2Oc2c(c(=O)n(C)c(=O)n2C)C1c1cccc([N+](=O)[O-])c1 (stereo not drawn)	-12	-8	0.7	1	5	2	-4	-8	-0.3
O=C(CCNS(=O)(=O)c1cccc2nsnc12)NCCc1ccccc1	2	-7	-0.1	7	-4	-14	1	1	-1.5
C=CCSc1ncnc2sc(C)c(C)c12	-3	-16	0.1	6	-7	-10	1	2	-0.2
CC1=NN(c2ccc(Cl)cc2)C(=O)C1C(c1ccccc1O)c1c(C)[nH]n(-c2ccc(Cl)cc2)c1=O (stereo not drawn)	0	-5	0.8	0	-2	-4	1	-4	0.7
O=C(CN(CCc1ccccc1)C(=O)CNS(=O)(=O)c1ccccc1)NCC1CCCO1 (stereo not drawn)	7	-16	0.5	2	-18	1	-2	3	0.8
CCOC(=O)C1CCCN(c2c(N3CCN(C4CCCCC4)CC3)c(=O)c2=O)C1 (stereo not drawn)	14	-4	-0.6	4	0	-2	0	-3	-2.5
c1csc(-c2noc(CN3CCOCC3)n2)c1	-6	-13	0.9	-1	-2	11	-3	-1	-0.6
C/C(=N\NC(=S)NCc1ccccc1)c1ccc(C)o1	5	-13	-0.1	10	1	-17	4	2	0.2
Cc1ccc(-n2c(=O)[nH]c3cc(C(=O)NC4CCN(Cc5ccccc5)CC4)ccc3c2=O)cc1	-14	4	0.8	5	-11	-3	-1	2	-1.0
O=C(COc1ccc(-c2nnco2)cc1)N1CCN(S(=O)(=O)c2ccccc2)CC1	17	-15	1.1	2	-6[fluorescence artefact?]	-1	7	1	-0.3
Cc1ccc(Oc2nc3ccccc3n3c(C)nnc23)cc1	9	-8	-0.4	1	-4	-1	0	-2	0.2
Cc1ccc(C(=O)Nc2ccc(OCc3ccccc3)cc2)cc1[N+](=O)[O-]	-8	-13	0.2	3	-9[fluorescence artefact?]	-9	-2	-2	0.4

Complete entries, quoted from the list. Values in the order: NPY2 pot ag | Mdm2 ligase inh | PERK inhibitor | BaF3 tox | eIF4E 4G PPI | S1P4 antagonist | Wee1 stabilizer | Ba/F3 V617F tox | S1P4 ag
O=C(CN(CCc1ccccc1)C(=O)CNS(=O)(=O)c1ccccc1)NCC1CCCO1 (stereo not drawn) in the list: 7 | -16 | 0.5 | 2 | -18 | 1 | -2 | 3 | 0.8
CC1=NN(c2ccc(Cl)cc2)C(=O)C1C(c1ccccc1O)c1c(C)[nH]n(-c2ccc(Cl)cc2)c1=O (stereo not drawn) in the list: 0 | -5 | 0.8 | 0 | -2 | -4 | 1 | -4 | 0.7

(continued)
SMILES	NPY2 pot ag	Mdm2 ligase inh	PERK inhibitor	BaF3 tox	eIF4E 4G PPI	S1P4 antagonist	Wee1 stabilizer	Ba/F3 V617F tox	S1P4 ag
CCCn1c(SCC(=O)N2CCCC(C)C2)nnc1-c1cccnc1 (stereo not drawn)	-4	9	-0.1	4	-1	-15	0	3	-0.1
O=C(Cc1cccs1)NNC(=O)C12CC3CC(CC(C3)C1)C2	7	3	1.7	8	1	-15	-3	2	1.6
CCOC(=O)/C=C1\NC(C)(C)Cc2cc(OC)c(OC)cc21	-19	-20	0.1	5	8	-2	1	5	-0.5
N/C(CC(=O)Nc1ccc(F)c(Cl)c1)=N\OC(=O)c1cccs1	19	-8	-0.2	4	-3	17	5	-4	-0.2
Cc1onc(-c2ccccc2Cl)c1C(=O)Nc1cc(=O)n(C)c(=O)n1C	12	/	-0.2	4	/	1	-1	-3	0.6
CC(C)c1nc(Cl)c(C#N)c2c1CSC(C)(C)C2	-12	/	0.1	-2	1	-15	2	-3	-0.2
O=C(O)c1ccc(CSc2nnc(-c3ccncc3)n2CC2CCCO2)cc1 (stereo not drawn)	6	-3	0.9	-1	6	-24	0	-5	2.5
CN(CCCNC(=O)C1CCC(=O)N1Cc1ccc(F)cc1)c1ccccc1 (stereo not drawn)	-6	2	-0.3	4	1	-8	-1	-2	-3.3
CC(CCc1ccccc1)NC(=O)c1cncc(Br)c1 (stereo not drawn)	-12	-14	-0.2	8	1	7	4	4	-2.9
COc1cc(NC(=S)N2CCc3ccccc3C2)cc(OC)c1	7	-6	1.8	10	-2	-22	0	-1	-1.0
CCCSc1cc(NCCOC(C)=O)c([N+](=O)[O-])c2nonc12	-1	-14	0.7	8	2	-2	-2	7	-1.6
Cc1ccnc(N2C(=O)c3cccc4c([N+](=O)[O-])ccc(c34)C2=O)c1	-6	7	0.6	36*	7	105*	0	6	1.3
Cc1csc(-c2cccnc2)n1	9	-6	1.1	2	7	-1	1	-2	0.4
O=[N+]([O-])c1ccc(C2Nc3cccc4cccc(c34)N2)cc1	-8	-14	0.3	5	6	-11	-4	3	-0.6
O=C(CCN1C(=O)c2cccc3cccc(c23)C1=O)NC1CCS(=O)(=O)C1 (stereo not drawn)	3	-4	1.4	0	-6	0	-2	-2	-0.2
O=C(Nc1cc(S(=O)(=O)N2CCCCC2)ccc1O)c1ccccc1NS(=O)(=O)c1ccc(F)cc1	20	-11	0.3	7	18	-2	3	0	-0.5
COc1ccc(-c2cnn(-c3ccccc3)c2N)cc1OC	6	0	0.0	-4	8	-7	0	-6	-0.9
Cc1cccc(N/N=C2/COC(C)(C)CC2=O)c1	-10	-17	0.1	6	4	-45	5	3	1.8
Cc1ccc(C(=O)Nc2ccc(S(=O)(=O)N3CCOCC3)cc2)cc1	-2	-10	0.3	-1	0	-10	1	-5	1.3
Cc1ccc2c(c1)/C(=N/OS(=O)(=O)c1ccccc1)CCS2	7	/	1.3	3	/	-14	-2	1	0.3
CCN(C(=O)CSc1nnc2c3ccccc3n(CC)c2n1)C1CCS(=O)(=O)C1 (stereo not drawn)	-17	/	-1.0	10	6	-20	0	2	-1.4
COc1ccc(Nc2oc(COc3cccc(C)c3)nc2C#N)cc1	-7	-11	-0.3	6	2	6	-1	1	-1.1
COc1ccc(NC2=C(c3ccc(OC)cc3)C(=O)c3ccccc32)cc1	7	-6	-0.4	11	1	5	1	3	-0.1
Cc1ccccc1OCC(=O)OCC(=O)Nc1ccc(S(N)(=O)=O)cc1	1	-28	0.9	11	2	-14	1	2	-0.3
CN(CCOC(=O)/C=C/c1ccccc1)C(C)(C)C	-7	2	0.5	0	1	-9	0	1	-1.5
COc1ccc(CN(C)C(=S)Nc2ccc(Cl)cc2Cl)cc1	-2	-7	-0.5	0	-2	3	-3	-1	-2.6

No enrichment for hits; 4.1% or so of the library scored in one or more.
